GPT2 inh: inhibitors of human GPT2 alanine aminotransferase; Q8TD30; Recombinant GPT2, coupled pyruvate oxidase/HRP Amplex Red fluorescence; Potency, µM (highest dose often 57.7 µM), for inactives: top-dose activity change, negative = inhibition, usual class: inhibitors; 100,000 tested, 0.25% active; AID 1671188; further: potency means the concentration at half of the fitted maximal effect; nearly all actives have a fitted effect of over 60% in size; many of its hits are not listed in these tables
Target sequence (Q8TD30 whole entry, looked up): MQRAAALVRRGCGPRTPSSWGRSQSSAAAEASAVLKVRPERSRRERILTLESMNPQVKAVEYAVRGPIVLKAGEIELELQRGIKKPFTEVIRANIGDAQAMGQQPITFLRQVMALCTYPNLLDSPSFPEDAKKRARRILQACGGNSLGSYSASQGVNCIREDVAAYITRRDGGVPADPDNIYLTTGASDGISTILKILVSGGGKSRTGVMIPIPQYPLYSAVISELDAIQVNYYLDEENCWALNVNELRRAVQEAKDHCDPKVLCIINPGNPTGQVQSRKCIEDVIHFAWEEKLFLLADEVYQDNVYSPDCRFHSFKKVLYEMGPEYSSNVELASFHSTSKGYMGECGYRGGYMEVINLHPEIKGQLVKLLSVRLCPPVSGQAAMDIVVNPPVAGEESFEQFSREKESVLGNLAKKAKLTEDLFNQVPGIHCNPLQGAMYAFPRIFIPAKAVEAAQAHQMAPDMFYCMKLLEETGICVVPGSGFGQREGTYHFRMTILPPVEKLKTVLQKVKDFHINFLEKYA
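Inhibition is scored from Amplex Red fluorescence generated when pyruvate oxidase and HRP act on pyruvate released by GPT2. Reactions contain 10ng/uL enzyme, 250uM a-KG and 2mM L-alanine and run 30 min at room temperature.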
SNCA expr inh: reduces expression of the alpha-synuclein gene | Potency, µM (doses to about 57.2 µM), for the others: at the highest dose activity change, negative = inhibition, hits mostly inhibitors | HEK-293 SNCA-luciferase knock-in, luminescence, 24 h | 140,000 tested, 0.17% active;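 further: potency means the concentration at half of the fitted maximal effect; plate controls were DMSO cells for no effect and cell-free wells for full effect; nearly all actives have a fitted effect of over 45% in size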
HEK293 viab: cell viability loss counter-screen; HEK-293-SNCA-luc viability, GF-AFC fluorescence, 24 h; Potency, µM (top dose mostly 57.1 µM), for the others: top-dose activity change, negative = cytotoxicity, actives largely listed as cytotoxic; 150,000 tested, 0.12% active; AID 1671193;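 further: potency means the concentration at half of the fitted maximal effect; 0% = DMSO-treated cells and -100% = medium-only wells without cells; nearly all actives have a fitted effect of over 30% in size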
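HEK-293-SNCA-luc cells (1500/well) plated 24 h, then exposed 24 h to a dilution series; GF-AFC added 30 min at 37C, fluorescence 405/540 nm; normalised to medium-only and DMSO wells, Hill fit.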
HEK cytotox: HEK 293 cell cytotoxicity; HEK 293 viability, ATP luminescence (CellTiter-Glo), 48-72 h; Potency, µM (titrated, usually from 115 µM), for the others: top-dose activity change, negative = cytotoxicity, hits mostly inhibitors; 94,000 tested, 6.6% active; further: potency means the concentration at half of the fitted maximal effect; nearly all actives have a fitted effect of over 60% in size
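Read-out: CellTiter-Glo ATP luminescence. Cells: HEK 293, 250 cells/well. Exposure: 48 or 72 hr, 37 degree Celsius.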
IP6K1 inh: blocks human inositol hexakisphosphate kinase 1; Q92551; 140,000 tested, 0.81% active; activity change, % (series mostly up to about 58 µM); IP6K1 kinase, ADP-Glo luminescence, 2 h; hits give low values; in the data active means activity change below about -25%
Target sequence (Q92551 whole entry, looked up): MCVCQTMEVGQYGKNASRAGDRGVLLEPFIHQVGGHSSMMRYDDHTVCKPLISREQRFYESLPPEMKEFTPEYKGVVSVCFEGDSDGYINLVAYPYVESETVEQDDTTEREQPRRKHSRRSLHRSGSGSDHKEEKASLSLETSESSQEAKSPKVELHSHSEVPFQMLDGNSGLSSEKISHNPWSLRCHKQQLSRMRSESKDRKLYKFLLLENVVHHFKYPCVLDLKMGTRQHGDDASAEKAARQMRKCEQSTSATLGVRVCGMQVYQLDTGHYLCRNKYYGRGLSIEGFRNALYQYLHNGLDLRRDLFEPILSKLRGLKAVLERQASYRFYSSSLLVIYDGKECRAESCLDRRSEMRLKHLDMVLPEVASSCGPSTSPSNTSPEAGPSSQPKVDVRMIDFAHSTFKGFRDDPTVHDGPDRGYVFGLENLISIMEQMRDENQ
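ADP-Glo luminescence measures ADP made by human IP6K1 during a 2 h RT reaction with ATP/IP6 (mix at 1.3 mM/130 uM); top library doses 57.5 and 19.1 uM final.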
Luciferase inh: blocks purified firefly luciferase enzyme activity | Potency, µM (highest dose often 115 µM), inactives show at the highest dose activity change, negative = inhibition, usual class: inhibitors | 76,000 tested, 2.5% active | P08659 | purified P. pyralis luciferase, luminescence, biochemical; further: potency means the concentration at half of the fitted maximal effect; nearly all actives have a fitted effect of over 65% in size
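FLuc 10nM, D-luciferin 10uM, ATP 10uM, Mg acetate 10mM, Tris acetate pH 7.5, Tween/BSA; cpd qHTS; enzyme added last; CCD luminescence.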
3T3 cytotox: cytotoxic compounds in NIH 3T3 cells | NIH 3T3 viability, CellTiter-Glo ATP luminescence, 48-72 h | Potency, µM (top dose mostly 96.7 µM), for the others: at the top dose activity change, negative = cytotoxicity, actives largely listed as inhibitors | 94,000 tested, 4.3% active; further: potency means the concentration at half of the fitted maximal effect; nearly all actives have a fitted effect of over 55% in size
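Cells were seeded at 400 per well, treated with pin-transferred compound, and kept 48 or 72 hr at 37 °C before CellTiter-Glo addition and luminescence imaging of cellular ATP.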
An asterisk follows results filed as active; i = inactive; ? = inconclusive; nt = not tested or not shown; [ ] = dose if it differs, or a comment. Unless noted, the call rests on the fitted dose curve; in most records, active means well fitted curve in the direction sought with a large enough effect; inconclusive means small, poorly fitted or top-dose-only effect, or another doubt; inactive means no such curve, though single readings can be large; an effect the other way counts as inactive or inconclusive. Unless noted, on the % scale 0 is the no-effect control and ±100 the full control effect. These rows are one share of the data, so the mix of outcomes need not match the whole.

SMILES	GPT2 inh	SNCA expr inh	HEK293 viab	HEK cytotox	IP6K1 inh	Luciferase inh	3T3 cytotox
O=C(c1ccoc1)N1CC(c2nnc(-c3ccncc3)o2)C2(CCOCC2)C1 (stereo not drawn)	3%	-7%	-4%	-7%	12	-3%	-16%
COc1ccc(NC(=O)N2CCCC3(C2)Nc2cccnc2NC3=NC2CCCC2)c(C)c1 (stereo not drawn)	?	-14%	-16%	?	0	-3%	?
CN(Cc1ccccc1)C(=O)c1noc(-c2ccc(F)cc2)n1	i	103%[activator]	11%	?	4	?	-21%
O=C(CCc1nnc2n(Cc3ccccc3Cl)c(=O)c3ccccc3n12)Nc1ccc(F)cc1	nt	?	-5%	nt	-19	nt	nt
CC(C)NC(=O)NC[C@H]1OC[C@@H](NCc2cccc(C#N)c2)[C@@H]1O	-11%[88.5 µM]	6%[87.6 µM]	-5%[87.6 µM]	-18%[172 µM]	7	21%[172 µM]	-14%[138 µM]
Cc1ccc(-c2c(C(=O)NCc3ccc(Cl)cc3)nc3sccn23)cc1	-26%	?	?	?	11	nt	?
COc1ccc(-c2cc3ccc(O)c(CN4CCCC(C)C4)c3oc2=O)cc1OC (stereo not drawn)	nt	0%	?	nt	5	nt	nt
Cc1ccccc1CN1CCOc2cc([S+](=O)([O-])Nc3nncs3)ccc2C1	-12%[88.5 µM]	0%[87.6 µM]	5%[87.6 µM]	-10%[172 µM]	-6	-3%[172 µM]	?
COc1ccc(C(=O)NCc2nnc3ccc(-c4ccccc4)nn23)c(OC)n1	i	16%	-16%	i	15	0%	1%
C(Cc1noc(C2CNC2)n1)OCC1CC1	-6%	?	?	11µM*	2	-12%	16µM*
O=C(c1cnccn1)N1CCc2nc(OCC3CC3)ccc2C1	i	-11%	6%[12.5 µM]	-7%	-12	-12%	-24%
Cc1ccc(-n2ncc3c(NCCc4ccc(S(N)(=O)=O)cc4)ncnc32)cc1	nt	134%[activator]	-14%	nt	11	nt	nt
CCCC12CN3CC(C)(CN(C1)C3c1cn(CC)c3ccccc13)C2=O (stereo not drawn)	nt	-4%	-2%	nt	6	nt	nt
Cc1cccc(NC(=O)CCC2CCN(C(=O)CCCc3cccs3)CC2)c1	i	29%	1%	-24%	8	?	-16%
CCC(=O)Nc1ccccc1-c1nc2ccccc2n(C(CC)C(=O)Nc2cccc(C(C)=O)c2)c1=O (stereo not drawn)	nt	-26%	?	nt	15	nt	nt
O=C(c1ccc(CS(=O)c2ccccc2Cl)o1)N1CCN(c2cccc(Cl)c2)CC1 (stereo not drawn)	nt	-16%	?	nt	4	nt	nt
CC1=C[C@@H](CN(C)CCO)[C@H](C(C)C)C[C@H]1Cc1nnc(C)o1	1%[88.5 µM]	-5%[87.6 µM]	7%[87.6 µM]	i	-5	-5%[172 µM]	i
CCCn1c(SCc2nc(-c3cc(OC)ccc3OC)no2)nnc1-c1ccc(Cl)cc1	nt	?	?	nt	-9	nt	nt
Cc1cccc(CNS(=O)(=O)c2ccc3[nH]c(=O)ccc3c2)c1	nt	10%	-2%	nt	10	nt	nt
Cc1c(Cl)cccc1NC(=O)CCS(=O)(=O)c1ccc2c(c1)CC(=O)N2C	nt	-26%	-8%	nt	13	nt	nt

For convenience, some entries already given:
SMILES	GPT2 inh	SNCA expr inh	HEK293 viab	HEK cytotox	IP6K1 inh	Luciferase inh	3T3 cytotox
CCCn1c(SCc2nc(-c3cc(OC)ccc3OC)no2)nnc1-c1ccc(Cl)cc1	nt	?	?	nt	-9	nt	nt
Cc1cccc(CNS(=O)(=O)c2ccc3[nH]c(=O)ccc3c2)c1	nt	10%	-2%	nt	10	nt	nt
Cc1c(Cl)cccc1NC(=O)CCS(=O)(=O)c1ccc2c(c1)CC(=O)N2C	nt	-26%	-8%	nt	13	nt	nt

More results follow.
SMILES	GPT2 inh	SNCA expr inh	HEK293 viab	HEK cytotox	IP6K1 inh	Luciferase inh	3T3 cytotox
COc1cc(F)cc(-c2ccc(COc3ccc4c(cnn4CCC(=O)O)c3)cc2)c1	-3%[88.5 µM]	3%[87.6 µM]	0%[87.6 µM]	?	-13	?	?
C#CCNC(=O)c1cc(-c2ccccc2)nc2c1cnn2C	?	29%[87.6 µM]	-16%[87.6 µM]	?	-4	nt	?
Cc1nn(-c2ccccc2Cl)c(=O)n1CC(=O)NCCc1ccccn1	i[11.5 µM]	1%	3%	i	-13	10%	4%
Cc1nc(-c2ccccc2OC2CN(C(=O)c3cc(F)ccc3F)C2)no1	i	-7%	5%	-2%	-6	5%	i
CCOC(=O)c1ccc(NC(=O)CN2Cc3ccccc3C2=O)cc1	nt	-19%	-4%	nt	10	nt	nt
CC(=O)c1ccc(NC(=O)c2cc3n(n2)CC(c2ccc(Br)cc2)OC3)cc1 (stereo not drawn)	i	-7%	8%	?	10	-14%	-13%
CCCCCC(=O)N1CC[C@@H](CC(=O)NC2CC2)[C@@H](CC)C1	1%[88.5 µM]	-15%[87.6 µM]	-2%[87.6 µM]	5%[172 µM]	-4	-5%[172 µM]	i
O=C(Nc1ccccc1)c1cnc(-c2ccc(F)cc2)nc1-c1ccncc1	i	47%[activator]	-10%	15%	11	0%	?
CN1C(=O)[C@H]2CN(Cc3cn[nH]c3-c3cccs3)C[C@H]2C1=O	-2%	3%	-2%	1%	-2	5%	4%
COc1cccc(-c2ccc(C(=O)N3CCC(NC(=O)Nc4ccccc4)CC3)cc2)c1	-19%	-23%	-2%[12.5 µM]	25µM*	-7	nt	?
C[C@H]1[C@@H]2[C@@H](O)C([C@H](C)C(=O)N(C)CCC#N)CC[C@@]2(C)CC[C@@H]1NC(=O)c1ccncc1 (stereo partly drawn)	-14%[88.5 µM]	-1%[87.6 µM]	4%[87.6 µM]	-21%[172 µM]	11	-5%[172 µM]	?
CCc1ccc(CNC(=O)C2CCCN(S(=O)(=O)c3ccc4c(ccn4C)c3)C2)cc1 (stereo not drawn)	nt	-23%	4%	nt	-26*	nt	nt
COc1ccc(-c2cc(N3CCCN(C(=O)Cc4ccc(OC)c(Cl)c4)CC3)n[nH]2)cc1	?	-15%	-30%	?	18	-8%	?
COC1CCOC2(CCN(C(=O)Cc3ccccc3)CC2)C1 (stereo not drawn)	i	?	-15%[12.5 µM]	-2%	8	-11%	4%
FC(F)(F)c1ccc(N2C3CCC2CN(Cc2ccc(Cl)cc2)C3)cc1	i	-7%	11%	i	-18	4%	i
O=C(NCc1ccccc1)N1C[C@@H](CO)[C@@H]2Oc3c(F)cccc3[C@@H]21	nt	nt	nt	?	22	nt	-29%
Fc1ccc(-c2ccc(CNCCSc3nnnn3-c3ccccc3)o2)cc1	nt	62%[activator]	26%	nt	6	nt	nt
Cc1ccc(C(=O)N2CCn3c(nn(-c4ccc(C(F)(F)F)cc4)c3=O)C2)cc1	-3%	-27%	3%	0%	-5	nt	-9%
Cc1ccc(N2CCC(NC(=O)c3ccccc3F)C2=O)cc1 (stereo not drawn)	5%	3%	3%	2%	4	-1%	i
CN(C)CCNC(=O)c1nc(-c2cccc(N3CCOCC3)c2)cc2c1ccn2C	1%[88.5 µM]	30%[87.6 µM]	-8%[87.6 µM]	?	-2	3%[172 µM]	?

An excerpt of these results, with two lines to a compound:
Order of values: GPT2 inh	SNCA expr inh	HEK293 viab	HEK cytotox	IP6K1 inh	Luciferase inh	3T3 cytotox
COC1CCOC2(CCN(C(=O)Cc3ccccc3)CC2)C1 (stereo not drawn)
  i	?	-15%[12.5 µM]	-2%	8	-11%	4%
FC(F)(F)c1ccc(N2C3CCC2CN(Cc2ccc(Cl)cc2)C3)cc1
  i	-7%	11%	i	-18	4%	i

Following part:
SMILES	GPT2 inh	SNCA expr inh	HEK293 viab	HEK cytotox	IP6K1 inh	Luciferase inh	3T3 cytotox
CC(C)(C)OCC1CN(Cc2cccc(F)c2)[S+](=O)([O-])c2cnccc2O1 (stereo not drawn)	?	-15%[25.6 µM]	-19%[23.9 µM]	?	-6	nt	-26%[46.1 µM]
O=C(O)[C@]12CCCN[C@@H]1CCN(Cc1ccccc1OCCn1ccnc1)C2	-6%	-22%	9%	2%	6	-3%	-11%
Cc1c(Cl)cccc1NC(=O)Cn1c(=O)nc(-c2ccccc2)c2ccccc21	nt	70%[activator]	13%	nt	-7	nt	nt
CC(C)N1C(=O)C2(CCCCC2)C1C(=O)N1CCN(c2ccccc2F)CC1 (stereo not drawn)	i	15%	6%	-35%	6	-5%	-34%
COc1ccc2c(c1)CCN=C2C[C@H]1CN(C(=O)C2CC2)CC[C@H]1CC(=O)O	-1%[88.5 µM]	8%[87.6 µM]	-11%[87.6 µM]	3%[172 µM]	-7	0%[172 µM]	i
CC(=O)Nc1ccc(NC(=O)c2cc(-c3ccc4c(c3)OCCO4)on2)cc1	nt	70%[activator]	21%	nt	-2	nt	nt
CCOC(=O)c1cc2c(=O)n3ccccc3nc2n(CC2CCCO2)c1=NC(=O)c1ccccc1F (stereo not drawn)	nt	57%[activator]	25%	nt	-10	nt	nt
CNC(=O)[C@@H]1CN(C(=O)c2cc3ccccc3[nH]2)C[C@H]1COC	0%	5%	13%	1%	4	-8%	-1%
CC(C)(C)C1CCc2nc(NC(=O)Cc3ccc(Cl)cc3)sc2C1 (stereo not drawn)	nt	?	-6%	nt	13	nt	nt
CC(=O)N1CCC(N2CC(Oc3cccc(C(=O)NCC4CC4)c3)C2)CC1	i	-6%	?	8%	12	-2%	i
Cc1cc(-c2ccc(F)c(C(N)=O)c2)cc(C(C)(C)C)c1	1%[11.5 µM]	2%	-5%	45µM*	-6	-14%	?
CC(C)[C@]1(O)CN(C(=O)Cc2ccc(F)cc2F)C[C@H]1C	-6%[11.5 µM]	5%	1%	-4%	-7	-1%	-16%
Cc1nn(C)c2c1c(-c1ccccc1)cc(=O)n2CC(=O)NC(C)C	nt	14%	-5%	nt	-1	nt	nt
Cc1nc2nncn2c(Nc2ccc(F)cc2)c1C	nt	32%	2%	nt	-1	nt	nt
CCn1c(=O)c2c(cc(C)n2C)n(CC(=O)Nc2ccccc2C)c1=O	i	-14%	-14%	11%	13	10%	i
C=CCN1C[C@@H]2C[C@@H](C(=O)NC)N(C(=O)Cc3ccccc3)c3cccc(c32)C1=O	i	-13%[25.6 µM]	9%[23.9 µM]	-4%[57.5 µM]	0	nt	?
CC(=O)O[C@H]1[C@@H](CN(C)S(=O)(=O)c2cccs2)[C@H]2O[C@@H]1c1ccccc12	-16%[27.3 µM]	-5%[25.6 µM]	-17%[23.9 µM]	?	8	nt	-16%[46.1 µM]
COc1c(C)c2c(c(O)c1C/C=C(\C)CC/C=C(\C)CCC(=O)O)C(=O)OC2	i	nt	3%	nt	-4	nt	nt
O=C(c1ccccc1F)N1CC(Oc2ccc(F)c(F)c2)C1	i	43%[activator]	5%	-26%	-12	nt	-24%
O=C(NC1CC1)C1CC(=O)N(c2n[nH]c3cccc(F)c23)C1 (stereo not drawn)	i	?	6%	1%	-11	7%	?
CCN(CC)C(=O)Cn1cc(SCC(=O)Nc2ccc(C)cc2)c2ccccc21	nt	69%[activator]	-18%	nt	-6	nt	nt

Bioassay records (PubChem)
